aGal spleen mod – qHTS Assay for Inhibitors and Activators of Human alpha-Galactosidase From Spleen Homogenate; human spleen homogenate, 4MU-alpha-Gal fluorescence, 40 min; Potency, µM (highest dose often 80 µM), without a hit: top-dose activity change, negative = inhibition, actives largely listed as inhibitors; AID 2107, 2009; hit rate 0.008% among 240,000;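 also: 0% = enzyme with vehicle and -100% = no enzyme basal signal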
Target sequence (P06280 32-429 limits assumed): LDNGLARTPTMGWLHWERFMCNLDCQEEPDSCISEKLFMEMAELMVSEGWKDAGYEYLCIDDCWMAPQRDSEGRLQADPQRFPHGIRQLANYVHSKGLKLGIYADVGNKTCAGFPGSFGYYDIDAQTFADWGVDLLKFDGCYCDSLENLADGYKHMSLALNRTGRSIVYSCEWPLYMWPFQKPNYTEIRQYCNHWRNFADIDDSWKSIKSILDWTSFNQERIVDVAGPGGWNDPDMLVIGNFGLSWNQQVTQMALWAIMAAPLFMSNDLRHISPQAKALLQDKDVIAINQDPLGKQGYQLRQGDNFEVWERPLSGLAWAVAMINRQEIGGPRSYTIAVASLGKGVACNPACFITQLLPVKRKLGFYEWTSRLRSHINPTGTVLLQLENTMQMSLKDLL
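qHTS titration in buffer at pH 5.0. Alpha-galactosidase activity in spleen homogenate was measured via 4-methylumbelliferone release from 1 mM fluorogenic substrate after 40 min at 37C and a pH 10 stop. AC50 came from Hill fits of control-normalized data.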
GAA glycogen mod – qHTS Assay for Inhibitors and Activators of Human alpha-Glucosidase Cleavage of Glycogen. Lysosomal alpha-glucosidase (Homo sapiens), P10253. recombinant GAA, glycogen substrate, Amplex Red glucose oxidase fluorescence. Potency, µM (highest dose often 76.4 µM), for inactives: top-dose activity change, negative = inhibition, actives largely listed as inhibitors. hit rate 0.38% among 300,000. AID 2100, 2009;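 also: 0% = full enzyme reaction and -100% = no-enzyme basal signal; the screen sought inhibitors and activators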
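Recombinant human enzyme (4 nM); glycogen substrate; 37 C, 40 min, pH 5.0. Readout: coupled glucose oxidase/Amplex Red fluorescence.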
Epigenetic reg – Quantitative High-Throughput Screen for Regulators of Epigenetic Control. murine LDR cells, GFP reporter derepression, 30 h. Potency, µM (highest dose often 53.9 µM), without a hit: top-dose GFP activation, hits mostly activators. hit rate 0.2% among 280,000; also: % of control where 0% means no effect; nearly all actives have a fitted effect of over 60% in size
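In this reporter-derepression format, murine cells bearing a silenced integrated CMV-GFP locus incubate with test compound (30 h, 37 C), then are washed and imaged; fluorescent objects of 20–120 um count as induced cells.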
GAA spleen mod – qHTS Assay for Inhibitors and Activators of Human alpha-Glucosidase From Spleen Homogenate. human spleen homogenate, 4-MU-alpha-glucoside fluorescence. Potency, µM (titrated, usually from 79.9 µM), for the others: at the top dose activity change, negative = inhibition, actives largely listed as inhibitors. hit rate 0.006% among 240,000;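 also: 0% = enzyme with vehicle and -100% = no enzyme basal signal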
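Enzyme source: human spleen homogenate, 1 ug/well. Buffer 50 mM citric acid/K phosphate pH 5.0, 0.01% Tween-20. 4-MU-alpha-glucoside 1 mM; 37 C x 40 min; NaOH/glycine stop; fluorescence.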
NPSR antag – qHTS Assay for Antagonists of the Neuropeptide S Receptor: cAMP Signal Transduction; Q6W5P4; CHO-NPSR cells, cAMP TR-FRET, antagonist mode; Potency, µM (top dose mostly 38.3 µM), inactives show top-dose activity change, negative = inhibition, most hits filed as inhibitors; hit rate 1% among 220,000; also: % is scaled to controls: 0 for no effect and ±100 for the full control effect; nearly all actives have a fitted effect of over 50% in size; many of its hits are not listed in these tables
Target sequence (Q6W5P4 whole entry, looked up): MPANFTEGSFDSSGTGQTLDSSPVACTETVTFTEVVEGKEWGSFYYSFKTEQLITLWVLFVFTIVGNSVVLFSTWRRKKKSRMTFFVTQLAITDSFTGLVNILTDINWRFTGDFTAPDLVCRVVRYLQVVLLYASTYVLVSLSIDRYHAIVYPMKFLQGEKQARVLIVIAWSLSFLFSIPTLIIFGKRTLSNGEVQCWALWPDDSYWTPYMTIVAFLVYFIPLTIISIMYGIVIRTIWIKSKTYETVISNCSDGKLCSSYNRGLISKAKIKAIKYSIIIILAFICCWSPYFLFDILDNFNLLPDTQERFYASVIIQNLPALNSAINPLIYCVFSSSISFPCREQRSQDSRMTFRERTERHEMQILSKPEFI
ALDH1A1 block – qHTS Assay for Inhibitors of Aldehyde Dehydrogenase 1 (ALDH1A1); hit rate 7.3% among 220,000; Purified ALDH1A1, NADH fluorescence, propionaldehyde substrate; AID 1030, 2008; Aldehyde dehydrogenase 1A1 (Homo sapiens), P00352; Potency, µM (series often up to 75.3 µM), for inactives: at the highest dose activity, negative = inhibition, most hits filed as inhibitors; active = well fitted inhibition curve with a large enough effect, not every such curve was filed as active; inconclusive = small, poorly fitted or top-dose-only effect, or another doubt; inactive = no such curve, though single readings can be large or run the other way;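 also: plate controls were no enzyme wells and a reference inhibitor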
Tau fluor cs – Counterscreen qHTS for Inhibitors of Tau Fibril Formation, Fluorescence Polarization; tau K18 P301L Alexa594 fluorescence, heparin fibrillization; Potency, µM (highest dose often 57.7 µM), for inactives: top-dose activity change, negative = decrease; hit rate 0.93% among 280,000; AID 1463, 2008; also: % is scaled to controls: 0 for no effect and ±100 for the full control effect; nearly all actives have a fitted effect of over 55% in size
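Human tau K18 P301L (15 uM unlabeled, 0.24 uM Alexa 594-labeled) in 100 mM sodium acetate pH 7 with 20 uM heparin, 6 hr at 37 C. ThT 30 uM added, 1 hr ambient; Alexa 594 FP and total fluorescence read at 555/632 nm.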
GAA inh – qHTS Assay for Inhibitors of Human alpha-Glucosidase as a Potential Chaperone Treatment of Pompe Disease | Lysosomal alpha-glucosidase (Homo sapiens), P10253 | purified human GAA, 4-MU-alpha-glucoside fluorescence | Potency, µM (titrated, usually from 76.9 µM), for inactives: at the highest dose activity change, negative = inhibition, usual class: inhibitors | hit rate 0.005% among 200,000 | AID 1466, 2008;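 also: plate controls were uninhibited enzyme wells for no effect and no-enzyme background for full effect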
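Read-out is 4-methylumbelliferone fluorescence (Ex 365/Em 440 nm) after NaOH/glycine stop at pH 10. Enzyme 4 nM, substrate 400 uM, pH 5.0 citrate buffer, 20 min room temperature; AC50 from Hill-equation concentration-response.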
* = called active by the depositor; ? = inconclusive; . = not tested or not shown; [ ] = dose if it differs, or a comment. Unless noted, calls follow the shape of the dose curve; as a rule, active = well fitted curve in the direction sought with a large enough effect; inconclusive = small, poorly fitted or top-dose-only effect, or another doubt; inactive = no such curve, though single readings can be large; an effect the other way counts as inactive or inconclusive. Potency is read from the fitted curve at half-maximal effect. Only part of the results is shown; the hit share may differ from the screen's.

canonical_smiles	aGal spleen mod	GAA glycogen mod	Epigenetic reg	GAA spleen mod	NPSR antag	ALDH1A1 block	Tau fluor cs	GAA inh
CC(=O)NN1C(=O)/C(=C\c2ccccc2)SC1=S	0%	-2%	0.0%	-6%	4%[46.1 µM]	15%	-12%	-9%
O=C(Nc1ccc2oc(-c3ccccc3)nc2c1)c1cccs1	-1%	-4%	-1.0%	-7%	?	?	-24%	1%
CCOc1ccc(N(CC(=O)Nc2ccccc2C(=O)N2CCOCC2)S(=O)(=O)c2ccc(F)cc2)cc1	16%	5%	0.9%	-19%	-1%	8%	-4%	?
O=C(CC(c1ccco1)S(=O)(=O)c1ccccc1)c1ccccc1 (stereo unspecified)	1%	-5%	1.1%	-4%	10%	?	-19%	-2%
CC(=O)O[C@H]1C2=C(C(=O)[C@H]3O[C@@H]31)[C@@H]1[C@@H]3[C@@H](C)OC=C4[C@H](O)[C@H]5O[C@@H]5C(=O)[C@]43C2O[C@H]1C	9%[17.5 µM]	.	4.5%[10.1 µM]	7%[17.4 µM]	.	13%[13.5 µM]	-12%[11.6 µM]	.
CN(C)CCNC(=O)Cc1ccc([N+](=O)[O-])cc1	-1%	3%	2.4%	3%	15%	10%	0%	-3%
Cc1cccc(C)c1NC1=NCCCCC1	-5%	3%	-0.6%	-1%	11%	4%	-5%	5%
Cc1ccc(-c2cc(C(F)F)nc(NCc3cccnc3)n2)cc1	3%	-7%	-1.0%	-2%	-26%	?	-11%	-6%
Nc1nc(SCC(=O)NCc2ccccc2)n[nH]1	?	8%	-4.9%	-14%	11%[7.67 µM]	3%	5%	2%
N#Cc1ccccc1NC(=O)COc1c(Br)cc(Br)c2cccnc12	0%	0%	0.1%	-4%	-34%	13%	-20%	-4%
CCOC(=O)C1(CC2CCCCO2)CCN(C(=O)Nc2ccc(C)c(C)c2)CC1 (stereo unspecified)	1%	0%	-0.2%	-3%	33%	-13%	-21%	.
CCC1=Nc2cc(C(=O)NCCCOC)ccc2Sc2ccccc21	6%	-8%	8.0%	2%	?	-13%	-9%	-10%
CCCCCC(=O)NNC(=O)c1ccc(F)cc1	-7%	6%	0.0%	-1%	13%	9%	4%	-2%
COc1ccccc1CNC(=O)CCSCc1cccc(Cl)c1	3%	-6%	0.0%	0%	-16%[46.1 µM]	3%	-7%	-6%
CC(Sc1nc2cc([N+](=O)[O-])ccc2n1-c1ccc(F)cc1)C(=O)NCc1ccc2c(c1)OCO2 (stereo unspecified)	-4%	-8%	-1.1%	-10%	-38%	1.4µM*	-2%	3%
CCOC(=O)c1c(C(=O)OCC)c(C)n(CCc2ccc(OC)c(OC)c2)c1C	-13%	-3%	-4.4%	4%	3%	5%	3%	-2%
CCOC(=O)c1ccc(N=C2SC(C(=O)NC)CC(=O)N2CCc2ccccc2)cc1 (stereo unspecified)	6%	-4%	0.2%	3%	29%	.	-15%	.
CC(Sc1nc(-c2ccccc2)cc(C(F)(F)F)n1)C(=O)O (stereo unspecified)	1%	0%	1.0%	1%	22%	4%	10%	12%
O=C(/C=C/c1cccc([N+](=O)[O-])c1)Nc1ccccn1	-11%	-1%	1.1%	-8%	-9%	21%	-4%	5%
Cn1c(=O)c2c(nc(N3CCNCC3)n2Cc2cccc3ccccc23)n(C)c1=O	0%	2%	1.7%	0%	-10%[46.1 µM]	?	-7%	-4%
O=c1oc2ccccc2cc1-c1cn2ccccc2n1	2%	-6%	-2.1%	1%	12%	?	-10%	-11%
Cc1ccc(OCC(=O)N/N=C/c2ccccc2)c([N+](=O)[O-])c1	-10%	-6%	3.3%	-2%	-1%	-2%	-14%	-12%
O=c1c2cc(N3CCOCC3)ccc2[nH]c(=S)n1CC1CCCO1 (stereo unspecified)	-1%	-8%	0.0%	-4%	-2%[46.1 µM]	?	3%	1%
O=C(O)C1CC(c2ccccc2)=NO1 (stereo unspecified)	3%	5%	1.1%	0%	-6%[46.1 µM]	9%	-5%	-5%
CN(C)S(=O)(=O)c1ccc(NCC2COc3ccccc3O2)c([N+](=O)[O-])c1 (stereo unspecified)	0%	8%	-1.0%	-3%	3%	?	?	-6%
CC(NC(N)=O)C(=O)Nc1ccc(Cl)c(S(=O)(=O)Nc2ccc(Cl)cc2)c1 (stereo unspecified)	5%	3%	-2.2%	-7%	11%	6%	3%	?
Cn1c(SCc2ccccc2Cl)nc(C(F)(F)F)cc1=O	15%	-5%	0.0%	-8%	-27%[46.1 µM]	8%	-14%	6%
CC(Oc1ccc(-c2ccccc2)c(F)c1)c1ccn(S(=O)(=O)c2ccc(Br)cc2)n1 (stereo unspecified)	5%	-4%	0.0%	?	-22%[46.1 µM]	0%	-6%	-12%
CC(C)CC(C(=O)O)N(Cc1ccccc1)Cc1ccccc1 (stereo unspecified)	4%	-10%	-1.2%	-4%	-13%[46.1 µM]	7%	-4%	2%
COc1ccc(C(=O)/C(=C\N(C)C)n2nc(C)cc2C)cc1	9%	-5%	1.1%	6%	10%	-7%	-5%	?
O=C(Nc1nnc(-c2ccco2)o1)c1cccc(N2C(=O)CCC2=O)c1	-10%	1%	-1.3%	.	13%	28µM*	-2%	-3%
CCCCN(CC)CCCNC(=O)c1csc2c1CCCCC2	8%	6%	13%	2%	-2%	4%	-6%	-2%
NS(=O)(=O)c1ccc(NC(=O)COC(=O)CCC2CCCCC2)cc1	-12%	13%	2.6%	-4%	-2%[46.1 µM]	6%	-14%	-1%
Cc1cc(C(=O)COc2cccc(-n3cnnn3)c2)c(C)n1-c1ccccc1	1%	-19%	0.0%	-6%	-14%[46.1 µM]	-15%	-20%	-9%
COC(=O)C(=NNc1c(C)n(C)n(-c2ccccc2)c1=O)C(=O)OC	?	?	0.0%	-8%	-5%[46.1 µM]	-7%	-2%	2%
N#C/C(=C\Nc1ccc(F)c(Cl)c1)S(=O)(=O)c1ccccn1	-16%	6%	1.1%	-4%	8%	3%	-11%	-5%
Cc1ccc(NC(=O)CSc2ccccc2NC(=O)c2ccccc2)cc1Cl	4%	12%	1.1%	-4%	-56%	1%	-21%	0%
O=C(COc1cccc2cccnc12)NNC(=S)Nc1ccccc1	5%	-28%	0.4%	-2%	-29%	?	-10%	5%
COc1ccc(-c2cc(-c3ccc(F)cc3)nc(N3CCN(C)CC3)n2)cc1	3%	21%	-1.5%	-5%	-10%[46.1 µM]	-1%	-11%	1%
Cc1ccc2cc(CCNC(=O)Cc3cccs3)c(=O)[nH]c2c1	0%	2%	13%	0%	5%	?	-10%	0%
CCOC(=O)c1c(Nc2nc(C)c(C(=O)NC)s2)sc(C)c1C	1%	?	0.0%	-11%	-10%[46.1 µM]	-9%	-26%	10%
Oc1[nH]c2ccccc2c1N=NC(=S)NCCc1ccccc1	-15%	-8%	-3.2%	-12%	-52%	?	13µM*[quencher]	4%
COCCNC(=O)Cc1ccc(F)cc1	-1%	-2%	0.1%	-16%	13%	3%	5%	-11%
O=C(Nc1ccc(-c2nc3cccnc3s2)cc1)C1CCCO1 (stereo unspecified)	?	5%	-1.7%	1%	-2%	?	-15%	-10%
COc1ccc(S(=O)(=O)NCC(c2cccnc2)N2CCN(C)CC2)cc1C (stereo unspecified)	0%	-9%	-1.1%	-3%	6%[46.1 µM]	?	4%	4%
Cc1ccccc1OCCn1cnc2c(N)ncnc21	10%	-1%	-1.0%	0%	14%	8%	-2%	2%
O=C(Cn1ncc(Cl)c(Cl)c1=O)c1ccc(Cl)cc1	4%	5%	-1.1%	2%	-21%[46.1 µM]	8.9µM*	-7%	1%
Cc1ccc2nc(SCC(=O)N3CCCC3)[nH]c2c1	-6%	3%	-0.8%	-6%	-10%[46.1 µM]	-6%	-2%	-2%
CCOc1ccc(S(=O)(=O)N2CCN(S(=O)(=O)c3ccc(OCC)cc3)C(C)C2)cc1 (stereo unspecified)	-5%	4%	-0.1%	-2%	-9%[46.1 µM]	3%	-10%	2%
Cc1cc(N2CCOCC2)n2ncc(-c3ccccc3)c2n1	0%	-1%	1.9%	-3%	-3%[46.1 µM]	7%	-23%	-9%
COC(=O)c1cccc(Nc2nc(-c3cccnc3)nc3ccccc23)c1	3%	2%	0.1%	3%	-14%	.	-29%	.
O=C(Cc1cn2ccsc2n1)Nc1cccc2cnccc12	-10%	10%	-1.4%	0%	-24%[46.1 µM]	9%	-6%	-2%
O=C(Nc1ccccc1N1CCN(c2ccccc2)CC1)C12CC3CC(CC(C3)C1)C2	20%	15%	-1.0%	6%	-2%	4%	1%	6%

Another view of part of the listing above.
Value order: aGal spleen mod, GAA glycogen mod, Epigenetic reg, GAA spleen mod, NPSR antag, ALDH1A1 block, Tau fluor cs, GAA inh
> O=C(Cc1cn2ccsc2n1)Nc1cccc2cnccc12
 : -10%, 10%, -1.4%, 0%, -24%[46.1 µM], 9%, -6%, -2%
> COc1ccc(S(=O)(=O)NCC(c2cccnc2)N2CCN(C)CC2)cc1C (stereo unspecified)
 : 0%, -9%, -1.1%, -3%, 6%[46.1 µM], ?, 4%, 4%
> NS(=O)(=O)c1ccc(NC(=O)COC(=O)CCC2CCCCC2)cc1
 : -12%, 13%, 2.6%, -4%, -2%[46.1 µM], 6%, -14%, -1%
> O=C(CC(c1ccco1)S(=O)(=O)c1ccccc1)c1ccccc1 (stereo unspecified)
 : 1%, -5%, 1.1%, -4%, 10%, ?, -19%, -2%
> CCOC(=O)c1c(C(=O)OCC)c(C)n(CCc2ccc(OC)c(OC)c2)c1C
 : -13%, -3%, -4.4%, 4%, 3%, 5%, 3%, -2%
> O=C(Nc1ccccc1N1CCN(c2ccccc2)CC1)C12CC3CC(CC(C3)C1)C2
 : 20%, 15%, -1.0%, 6%, -2%, 4%, 1%, 6%
